CHRM4 PAM – CHRM4 positive allosteric modulation. P08173. activation, % at 3 µM. 360,000 compounds, 0.4% hits. CHO-K1 hM4/Gqi5, Fluo-8 calcium fluorescence, ACh EC20; 0% = ACh EC20, 100% = maximal ACh;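 active = activation above its plate's cutoff, the mean activation of sample wells plus 3 SD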; also: some results filed as inactive read as strong as hits
Target sequence (P08173 whole entry, looked up): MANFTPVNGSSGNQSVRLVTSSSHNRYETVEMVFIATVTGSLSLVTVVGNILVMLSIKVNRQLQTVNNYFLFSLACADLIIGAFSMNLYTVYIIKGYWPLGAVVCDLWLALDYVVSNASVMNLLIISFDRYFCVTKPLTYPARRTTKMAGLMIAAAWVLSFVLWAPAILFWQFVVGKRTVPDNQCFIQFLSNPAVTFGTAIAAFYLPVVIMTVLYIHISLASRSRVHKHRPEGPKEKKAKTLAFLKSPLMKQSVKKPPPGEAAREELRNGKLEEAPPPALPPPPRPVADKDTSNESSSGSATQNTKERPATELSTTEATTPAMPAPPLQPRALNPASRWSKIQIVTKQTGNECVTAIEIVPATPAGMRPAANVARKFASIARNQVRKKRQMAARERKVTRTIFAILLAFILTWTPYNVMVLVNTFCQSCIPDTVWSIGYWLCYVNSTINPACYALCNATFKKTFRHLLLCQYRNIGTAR
M5 antag – antagonists of human muscarinic M5 receptor (CHRM5); inhibition, % at 3 µM; CHO-hM5 cells, Fluo-8 calcium fluorescence, ACh EC80; 360,000 compounds, 0.59% hits; AID 624040;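 active = inhibition above a per-plate cutoff, the mean of that plate's test compounds plus 3 SD, cut at about 27% in these data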;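 also: 0% = acetylcholine EC80 with DMSO and 100% = DMSO without agonist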
CHRM4 antagonist – antagonists of human muscarinic M4 receptor (CHRM4); inhibition, % at 3 µM; 360,000 compounds, 0.73% hits; AID 624125; CHO-hM4 cells, ACh EC80, Fluo-8 calcium fluorescence; P08173;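 active = inhibition above its plate's cutoff, the mean inhibition of sample wells plus 3 SD, cut at about 27% in these data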;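 also: 0% = acetylcholine EC80 with DMSO and 100% = DMSO without agonist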
M4 ag – CHRM4 agonism in calcium assay. activation, % at 3 µM. 360,000 compounds, 0.14% hits. CHO-K1 hM4/Gqi5, Fluo-8 calcium fluorescence; vehicle 0%, full acetylcholine response 100%;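 active = activation above the run mean over all test wells plus 3 SD, cut at about 32% in these data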;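 also: peak over basal fluorescence ratio per well then scaled between controls; 0% = DMSO wells and 100% = acetylcholine at EC100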
CHRM5 PAM – positive allosteric modulators of human muscarinic M5 receptor; AID 624038; 360,000 compounds, 0.3% hits; CHO-K1 hM5, Fluo-8 calcium, ACh EC20 PAM; 0% = ACh EC20, 100% = ACh EC100; activation, % at 3 µM; P08912;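 active = activation above the run cutoff, the mean activation of all test compounds plus 3 SD, cut at about 18% in these data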
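system = human M5 receptor in CHO-K1 cells | reagent = EC20 acetylcholine as agonist stimulus | compound dosing = single-point, 3 µM nominal | incubation = Fluo-8 loading 80 min at 37 °C plus 30 min room temperature | detection = Fluo-8 calcium dye fluorescence, kinetic read | benchmarks = low control EC20 acetylcholine (0%), high control EC100 acetylcholine (100%)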
CRFBP-R2 agonist – CRF-BP/CRF-R2 complex agonism | activation, % at 13.2 µM | 350,000 compounds, 0.46% hits | HEK293 CRF-R2/CRF-BP, calcium dye fluorescence (FLIPR); percent of saturating CRF peptide response;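 active = activation of at least 50%, plus an integration ratio under a set limit after plate pattern correction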;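 also: plate controls were neutral control wells without compound for no effect and CRF at EC100 for full effect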
M5 ag – agonists of human muscarinic M5 receptor (CHRM5); P08912; CHO-K1 hM5 cells, Fluo-8 calcium fluorescence; 0% DMSO wells, 100% maximal acetylcholine response; activation, % at 3 µM; 360,000 compounds, 0.19% hits; AID 624037;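 active = activation above the run's mean over test compounds plus 3 SD, cut at about 23% in these data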;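 also: signal is peak over basal fluorescence ratio across the kinetic read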
CHRM1 antagonist – human CHRM1 antagonism. P11229. CHO-K1 hM1, Fluo-8 calcium fluorescence, ACh EC80 antagonist. inhibition, % at 3 µM. 360,000 compounds, 1.3% hits;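 active = percent inhibition above its own plate's cutoff, namely the mean of that plate's compound wells plus 3 SD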;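 also: peak over basal fluorescence ratio during 140 s after agonist addition; 0% = ACh EC80 plus DMSO and 100% = DMSO alone without agonist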
Target sequence (P11229 whole entry, looked up): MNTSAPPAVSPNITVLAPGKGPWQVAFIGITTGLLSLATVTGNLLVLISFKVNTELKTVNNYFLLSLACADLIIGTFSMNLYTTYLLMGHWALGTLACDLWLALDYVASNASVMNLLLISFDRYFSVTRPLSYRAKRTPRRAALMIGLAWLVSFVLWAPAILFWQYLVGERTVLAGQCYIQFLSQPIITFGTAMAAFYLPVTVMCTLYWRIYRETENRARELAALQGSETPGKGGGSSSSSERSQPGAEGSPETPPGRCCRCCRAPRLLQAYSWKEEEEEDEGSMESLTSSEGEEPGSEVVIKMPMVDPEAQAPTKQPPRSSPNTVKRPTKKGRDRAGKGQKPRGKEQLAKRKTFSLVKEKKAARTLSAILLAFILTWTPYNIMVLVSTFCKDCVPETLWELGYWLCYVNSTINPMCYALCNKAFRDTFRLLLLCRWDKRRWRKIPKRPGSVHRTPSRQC
CHRM1 PAM – positive allosteric modulators of human M1 muscarinic receptor. 360,000 compounds, 0.088% hits. AID 588819. P11229. activation, % at 3 µM. CHO-K1 hM1, Fluo-8 calcium fluorescence, ACh EC20; 0% = ACh EC20, 100% = maximal ACh; in the data active = activation above about 19%, passing the limit was not always enough
Numbers without * were called inactive; / = not tested or not shown.

1. C=CCN1C(=O)CS/C1=C(\C#N)S(=O)(=O)c1ccc(C)cc1
2. Cc1ccc(O)c(N=Cc2ccc(C)s2)c1
3. CCOC(=O)c1[nH]c2ccccc2c1NC(=O)c1cc(OC)c(OC)c(OC)c1
4. COc1ccc2cc(C)c3nnc(SCC(=O)Nc4nc(-c5ccc(F)cc5)cs4)n3c2c1
5. O=[N+]([O-])c1ccc(NN=Cc2ccccc2)nc1
6. Cc1ccc(N2C(=O)c3ccc(C(=O)N4CCN(c5cccc(C)c5C)CC4)cc3C2=O)cc1
7. COc1cc(OC)cc(N(C(=O)c2ccco2)C(C(=O)NC2CCCC2)c2ccc(N3CCOCC3)cc2)c1 (stereo not drawn)
8. C[C@H]1CN([C@@H](C)CO)C(=O)c2cc(NC(=O)C3CCCCC3)ccc2O[C@H]1CN(C)S(=O)(=O)c1ccccc1

assay / compound	1	2	3	4	5	6	7	8
CHRM4 PAM	5	3	-6	1	-2	11	2	-14
M5 antag	-1	8	-4	-7	12	-3	2	12
CHRM4 antagonist	-3	3	-5	20	0	2	0	13
M4 ag	2	1	12	0	1	1	3	0
CHRM5 PAM	0	1	-4	-4	-10	2	8	-9
CRFBP-R2 agonist	5.2	0.5	-0.6	1.7	8.4	2.1	3.1	0.7
M5 ag	-4	1	4	-2	-2	-2	1	0
CHRM1 antagonist	-10	-8	3	-6	-3	1	-16	4
CHRM1 PAM	4	5	-6	7	-5	4	16	-5

9. COc1ccccc1-c1nnc2sc(-c3cc4ccccc4o3)nn12
10. CCC1=C(OC(=O)N(CC)CC)N2C(=O)OC(=NCc3ccccc3)[C@]2(C)[C@H]2C1=CC[C@H]1C(=O)N(CC(=O)OC)C(=O)[C@H]12
11. O=C(NCc1ccccc1)c1cnc(Cl)c(Cl)c1
12. CCOc1ccc(C(=O)Nc2nnc(SCC(=O)NCC3CCCO3)s2)cc1 (stereo not drawn)
13. CCCCN(CC)C(=O)Cn1cnc2sc(C)c(S(=O)(=O)N3CCC(C)CC3)c2c1=O
14. CCOc1ccc(CN2CCN(Cc3cccn3-c3ncccn3)CC2CCO)cc1 (stereo not drawn)
15. COCCCNC(=O)c1cc(Sc2nnc(C)s2)nc2ccccc12
16. CCC1Oc2ccccc2N(CC(=O)NCCCN2CCC(C)CC2)C1=O (stereo not drawn)

assay / compound	9	10	11	12	13	14	15	16
CHRM4 PAM	-2	12	5	4	6	-10	-6	2
M5 antag	2	7	0	8	2	4	2	2
CHRM4 antagonist	-12	-10	-9	-6	-7	-6	-8	3
M4 ag	1	1	2	2	5	0	1	1
CHRM5 PAM	-3	-5	5	-1	-3	3	1	0
CRFBP-R2 agonist	-1.2	-5.5	-0.5	-0.1	1.1	-0.5	5.8	-2.5
M5 ag	-3	1	-2	0	-1	-15	3	-2
CHRM1 antagonist	-4	3	-3	-12	-10	-9	-12	-1
CHRM1 PAM	8	-3	5	8	4	3	7	0

17. Cc1ccc(C=O)c([B-](F)(F)F)c1
18. Cc1cccc(-c2nc(CN3CCCC(C(=O)NC4CCCCCC4)C3)c(C)o2)c1 (stereo not drawn)
19. CCN(CCCNC(=O)CCn1c(=O)[nH]c2ccccc2c1=O)c1ccccc1
20. Cc1cccc(C)c1NC(=O)CN(C)C(=O)c1ccccc1Cc1ccccc1
21. CCOc1ccc(S(=O)(=O)NCCC(=O)NCCOc2ccccc2)cc1
22. O=C(C1CCN(S(=O)(=O)c2cccc3nsnc23)CC1)N1CCc2ccccc21
23. O=C(N/N=C/c1ccc2c(c1)OCO2)c1cccnc1
24. CC(=O)c1cccc(NC(=O)COC(=O)c2ccccc2C)c1

assay / compound	17	18	19	20	21	22	23	24
CHRM4 PAM	12	-13	-6	-3	8	-6	-6	-6
M5 antag	-5	0	-2	-5	-1	-12	8	7
CHRM4 antagonist	-14	0	1	-1	-16	2	-2	20
M4 ag	0	3	1	2	3	5	0	4
CHRM5 PAM	-2	-1	-3	-3	-2	6	-2	-6
CRFBP-R2 agonist	-0.5	0.5	-2.2	-0.2	0.3	0.6	0.8	0.5
M5 ag	0	0	-10	-1	3	-2	0	3
CHRM1 antagonist	-14	4	-3	-17	-16	-19	-6	-6
CHRM1 PAM	7	1	3	11	3	0	-1	8

25. CCc1nnc(NS(=O)(=O)c2ccc(NC(=O)CCC(=O)OC)cc2)s1
26. Cc1ccccc1NC(=O)CCN1CCN(C/C=C/c2ccccc2)CC1
27. Cc1cc([N+](=O)[O-])ccc1NC(=O)CSc1nnc(C)n1C
28. COC(=O)[C@@H](NC(=O)c1ccc2c(c1)S(=O)(=O)c1ccccc1C2=O)C(C)C
29. CC(C)CC(=O)Nc1ccc2oc(-c3ccncc3)nc2c1
30. CCOC(=O)CN1C(=O)N(CC(=O)OCC)C(c2ccccc2)(c2ccccc2)C1=O
31. CC(C)CC(=O)Nc1ccc(C(=O)COC(=O)Cc2n[nH]c(=O)c3ccccc23)cc1
32. COc1cc(C(=O)OC2CCOC2=O)cc(Cl)c1OC (stereo not drawn)

assay / compound	25	26	27	28	29	30	31	32
CHRM4 PAM	6	-1	0	-5	-3	-6	6	-1
M5 antag	12	-6	-5	14	8	16	16	-2
CHRM4 antagonist	14	-14	-5	9	2	-13	14	-7
M4 ag	1	1	1	5	2	1	6	2
CHRM5 PAM	0	-1	0	-8	0	-4	-9	3
CRFBP-R2 agonist	0.5	-4.0	-0.4	0.4	-1.8	-1.5	51*	1.0
M5 ag	-2	-5	2	-1	-2	-5	2	-2
CHRM1 antagonist	4	7	-16	11	-2	-17	-7	-8
CHRM1 PAM	1	0	18	-3	2	14	8	15

12 consecutive compounds from above, for reference:
21. CCOc1ccc(S(=O)(=O)NCCC(=O)NCCOc2ccccc2)cc1
22. O=C(C1CCN(S(=O)(=O)c2cccc3nsnc23)CC1)N1CCc2ccccc21
23. O=C(N/N=C/c1ccc2c(c1)OCO2)c1cccnc1
24. CC(=O)c1cccc(NC(=O)COC(=O)c2ccccc2C)c1
25. CCc1nnc(NS(=O)(=O)c2ccc(NC(=O)CCC(=O)OC)cc2)s1
26. Cc1ccccc1NC(=O)CCN1CCN(C/C=C/c2ccccc2)CC1
27. Cc1cc([N+](=O)[O-])ccc1NC(=O)CSc1nnc(C)n1C
28. COC(=O)[C@@H](NC(=O)c1ccc2c(c1)S(=O)(=O)c1ccccc1C2=O)C(C)C
29. CC(C)CC(=O)Nc1ccc2oc(-c3ccncc3)nc2c1
30. CCOC(=O)CN1C(=O)N(CC(=O)OCC)C(c2ccccc2)(c2ccccc2)C1=O

assay / compound	21	22	23	24	25	26	27	28	29	30
CHRM4 PAM	8	-6	-6	-6	6	-1	0	-5	-3	-6
M5 antag	-1	-12	8	7	12	-6	-5	14	8	16
CHRM4 antagonist	-16	2	-2	20	14	-14	-5	9	2	-13
M4 ag	3	5	0	4	1	1	1	5	2	1
CHRM5 PAM	-2	6	-2	-6	0	-1	0	-8	0	-4
CRFBP-R2 agonist	0.3	0.6	0.8	0.5	0.5	-4.0	-0.4	0.4	-1.8	-1.5
M5 ag	3	-2	0	3	-2	-5	2	-1	-2	-5
CHRM1 antagonist	-16	-19	-6	-6	4	7	-16	11	-2	-17
CHRM1 PAM	3	0	-1	8	1	0	18	-3	2	14

31. CC(C)CC(=O)Nc1ccc(C(=O)COC(=O)Cc2n[nH]c(=O)c3ccccc23)cc1
32. COc1cc(C(=O)OC2CCOC2=O)cc(Cl)c1OC (stereo not drawn)

assay / compound	31	32
CHRM4 PAM	6	-1
M5 antag	16	-2
CHRM4 antagonist	14	-7
M4 ag	6	2
CHRM5 PAM	-9	3
CRFBP-R2 agonist	51*	1.0
M5 ag	2	-2
CHRM1 antagonist	-7	-8
CHRM1 PAM	8	15

Further records
33. CCOC(=O)c1sc2ccc(S(=O)(=O)N3CCCCC3)cc2c1N
34. Cc1cccc(OCCSc2nc3c([nH]2)c(=N)ncn3Cc2ccccc2)c1
35. O=C(OCn1nnc2ccccc2c1=O)c1ccc2ncsc2c1
36. COc1cc(C2CC(=O)N3CN(Cc4ccccc4)CSC3=C2C#N)ccc1OCc1ccccc1 (stereo not drawn)
37. c1ccc(Cc2noc(CN3CCN(C4CCc5ccccc5C4)CC3)n2)cc1 (stereo not drawn)
38. Cc1cc(N2CCCC2)n2nc(C)nc2n1
39. CCOC(=O)COc1cccc2c(=O)n(CC(=O)N3CCC(C)CC3)ccc12
40. CCC(c1nnnn1CCOC)N(Cc1cc2cc(C)c(C)cc2[nH]c1=O)CC1CCCO1 (stereo not drawn)

assay / compound	33	34	35	36	37	38	39	40
CHRM4 PAM	2	-7	-4	-3	-26	5	5	12
M5 antag	12	8	-8	8	5	-1	6	-6
CHRM4 antagonist	-3	-4	0	-16	15	-2	-22	-2
M4 ag	3	10	5	/	5	0	2	1
CHRM5 PAM	-9	-12	-3	-7	-26	0	-9	3
CRFBP-R2 agonist	-0.7	-0.7	-1.1	-1.6	-5.4	-1.5	7.3	-0.5
M5 ag	3	2	-3	2	-18	2	-3	2
CHRM1 antagonist	-1	-1	-7	-2	88*	-24	-14	6
CHRM1 PAM	12	7	7	0	-27	15	5	3

CRFBP-R2 agonist: hit marks shown above.
31. CC(C)CC(=O)Nc1ccc(C(=O)COC(=O)Cc2n[nH]c(=O)c3ccccc23)cc1

assay / compound	31
CHRM4 PAM	6
M5 antag	16
CHRM4 antagonist	14
M4 ag	6
CHRM5 PAM	-9
CRFBP-R2 agonist	51*
M5 ag	2
CHRM1 antagonist	-7
CHRM1 PAM	8

Following part:
41. CCc1cc(=O)[nH]c(SCC(=O)N2CCOCC2)n1
42. CCCCc1cc(=O)oc2cc(OCC(=O)N3CCC(C(N)=O)CC3)ccc12
43. Cc1ccccc1C(=O)Nc1ccc(O)cc1C(=O)O
44. COc1ccc(C#Cc2ccc3c(c2)O[C@@H](CN(C)C(=O)Nc2cccc(OC)c2)[C@H](C)CN([C@@H](C)CO)S3(=O)=O)cc1
45. CC(C)(C)OC(=O)N(CCc1ccccc1)Cc1ccc(OCc2cccc(NC(=O)C3CC3)c2)cc1
46. O=S(=O)(c1ccc(-c2ccon2)s1)N1CCN(CCN2CCOCC2)CC1
47. CCN(CC)C(=O)C1CCCN(Cc2nc(-c3cccs3)no2)C1 (stereo not drawn)
48. Cc1ccc(-c2noc(C3CCCN(C(=O)c4cccc(F)c4)C3)n2)cc1 (stereo not drawn)

assay / compound	41	42	43	44	45	46	47	48
CHRM4 PAM	12	4	-1	-9	3	-12	2	0
M5 antag	5	3	4	13	-6	14	-1	-7
CHRM4 antagonist	-9	-3	-8	4	-12	7	-1	-8
M4 ag	-1	1	-1	6	2	3	1	4
CHRM5 PAM	-4	2	7	-3	5	-6	4	1
CRFBP-R2 agonist	2.6	-0.4	1.4	1.3	4.0	9.3	2.4	-2.9
M5 ag	-2	1	0	1	1	-2	-2	3
CHRM1 antagonist	-7	-4	-9	4	-9	7	-15	-13
CHRM1 PAM	6	4	11	-12	7	-3	13	1

Screens (PubChem)
